# Screens as filed in PubChem.
# STAT3 blocker: STAT3 signaling inhibition; AID 862; U3A cells, IL-6 STAT3-luciferase reporter, luminescence; host cell line lacks STAT1; inhibition, % at 5.5 µM; hit rate 0.89% among 190,000;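 active = inhibition above the mean inhibition across all screened compounds plus 3 SD, cut at about 44% in these data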;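 also: 0% = DMSO only wells and 100% = 100 µM nifuroxazide control wells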
# STAT1 act: activators of IFN-gamma induced STAT1 signaling | NIH 3T3 STAT1-luciferase reporter, luminescence; 100% = IFN-gamma alone, no compound | activation (% of control), % at 5.5 µM | hit rate 2.6% among 200,000 | AID 932;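 active = activation above the screen-wide mean activation plus 3 SD, cut at about 130% in these data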;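 also: raw ratio to IFN-gamma control signal so 100% means no change and 0% no light; values of inactives mirror those of a sister screen read the other way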
# APP 5'UTR act: APP 5'UTR luciferase reporter activation; activation, % at 2 µM; hit rate 1% among 190,000; AID 1276; SH-SY5Y APP 5'UTR luciferase reporter, luminescence; zero percent = DMSO vehicle wells;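 active = activation above a set limit, based on mean plus 3 SD of controls, cut at about 140% in these data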; also: values of inactives mirror those of a sister screen read the other way
# Hsp70 act: switches on Hsp70 transcription | activation, % at 10 µM | hit rate 0.04% among 200,000 | AID 1203 | HeLa Hsp70 promoter luciferase reporter, luminescence; scaled: vehicle 0, proteasome-inhibitor control 100%;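 active = activation above the mean across all tested compounds plus 3 SD, cutoff set per campaign, cut at about 5.5% in these data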;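 also: 100% = MG132 at 30 µM as the positive control and 0% = DMSO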
# STAT3 act: STAT3 signaling activation; U3A cells, IL-6 STAT3-luciferase reporter, luminescence; 100% = signal with IL-6 EC80 alone; activation (% of control), % at 5.6 µM; hit rate 0.91% among 190,000;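 active = activation above the screen-wide mean of compound activation plus 3 SD, cut at about 130% in these data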;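 also: 0% = background luminescence of wells with medium and substrate only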
#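 System – human U3A cells carrying STAT3-luciferase construct · Probe or stimulus – Interleukin-6, 33 ng/mL · Schedule – compound 1 h, then IL-6 6 h at 37 °C · Signal – luminescence from STAT3-driven luciferase reporter · Evaluation – percent of IL-6-only median luminescence · Benchmarks – IL-6-only high control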
# NF-kB expr up: compounds increasing NF-kB expression in human neuronal cells | NF-kB reporter expression; stronger effect = higher value | fold change at 12.5 µM | hit rate 1.6% among 190,000 | AID 1239; in the data active = fold change above about 3.3
# RAM network inh: blocks the yeast RAM network; S. cerevisiae dse1pr::URA3 reporter, 5-FOA growth OD615, 2 d; analog-sensitive cbk1-as2 kinase mutant strain; inhibition, % at 50 µM; hit rate 1.8% among 190,000;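 active = inhibition above a set limit, 3 SD over mean compound inhibition, cut at about 8.4% in these data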;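 also: 0% = DMSO-only wells with no growth and 100% = 10 µM 1-NA-PP1 full growth; inhibition rescues growth on 5-FOA so higher OD means more RAM inhibition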
# STAT1 blocker: reduces IFN-gamma driven STAT1 reporter signal; NIH 3T3 STAT1-luciferase reporter, luminescence; inhibition, % at 5.5 µM; hit rate 0.35% among 200,000;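 active = inhibition above a set limit, the mean inhibition across all tested compounds plus 3 SD, cut at about 34% in these data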;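 also: 0% = IFN-gamma with DMSO and 100% = IFN-gamma with 300 µM nifuroxazide; values of inactives mirror those of a sister screen read the other way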
# FLuc inh counter: Photinus pyralis luciferase inhibition counter-screen; P08659; ATPLite firefly luciferase biochemical luminescence, 10 min; inhibition, % at 10 µM; hit rate 1.5% among 200,000; AID 1006;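 active = inhibition above about 50% when tested at 10 µM, limit read from the data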
# Target sequence (P08659 whole entry, looked up): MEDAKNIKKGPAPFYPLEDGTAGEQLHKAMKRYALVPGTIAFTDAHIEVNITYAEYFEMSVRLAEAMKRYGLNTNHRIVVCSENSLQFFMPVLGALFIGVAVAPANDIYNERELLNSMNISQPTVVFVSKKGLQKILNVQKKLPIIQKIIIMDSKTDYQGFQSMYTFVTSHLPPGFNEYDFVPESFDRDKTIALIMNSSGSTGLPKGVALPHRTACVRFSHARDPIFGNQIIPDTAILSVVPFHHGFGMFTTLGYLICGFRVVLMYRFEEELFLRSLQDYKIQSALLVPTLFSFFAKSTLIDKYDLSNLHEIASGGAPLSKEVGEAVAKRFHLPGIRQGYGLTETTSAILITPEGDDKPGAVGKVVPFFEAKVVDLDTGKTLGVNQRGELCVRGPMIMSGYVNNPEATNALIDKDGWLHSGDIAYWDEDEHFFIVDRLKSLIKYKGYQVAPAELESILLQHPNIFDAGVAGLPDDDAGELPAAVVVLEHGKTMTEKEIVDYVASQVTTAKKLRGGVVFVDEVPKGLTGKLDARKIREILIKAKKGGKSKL
# APP 5UTR inh: APP translation inhibition. inhibition, % at 2 µM. SH-SY5Y APP 5'UTR-luciferase reporter, luminescence. hit rate 0.82% among 190,000. AID 1285;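 active = inhibition above a set limit, derived from the sample mean plus 3 SD, cut at about 45% in these data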; also: values of inactives mirror those of a sister screen read the other way
# Starred values were filed as active, the others as inactive; / = not tested or not shown.
# The first 3 entries (preview)
SMILES,STAT3 blocker,STAT1 act,APP 5'UTR act,Hsp70 act,STAT3 act,NF-kB expr up,RAM network inh,STAT1 blocker,FLuc inh counter,APP 5UTR inh
C=C(C)CC1N(c2cccc(OC)c2)C(=O)C2C(C(=O)O)C3C=CC21O3 (stereo not drawn),5,97,-4,-0.3,100,1.2,-0.9,4,-4,4
COc1cc2c(cc1OC)C1=NC(=O)CN1C(SCc1ccc(C)cc1)=N2,34,84,1,-0.2,76,0.81,0.7,18,5,0
CCOC(=O)c1cc2occc2n1CCCN1C(=O)c2ccccc2C1=O,2,98,-10,0.1,99,1.1,9.2*,4,-7,10

# All compounds of this part, previewed entries included:
SMILES,STAT3 blocker,STAT1 act,APP 5'UTR act,Hsp70 act,STAT3 act,NF-kB expr up,RAM network inh,STAT1 blocker,FLuc inh counter,APP 5UTR inh
C=C(C)CC1N(c2cccc(OC)c2)C(=O)C2C(C(=O)O)C3C=CC21O3 (stereo not drawn),5,97,-4,-0.3,100,1.2,-0.9,4,-4,4
COc1cc2c(cc1OC)C1=NC(=O)CN1C(SCc1ccc(C)cc1)=N2,34,84,1,-0.2,76,0.81,0.7,18,5,0
CCOC(=O)c1cc2occc2n1CCCN1C(=O)c2ccccc2C1=O,2,98,-10,0.1,99,1.1,9.2*,4,-7,10
COc1ccc(/C=C/C2=CC(C)(C)NC(=S)N2)cc1OC,11,102,2,0.0,95,1.2,0.3,-2,-6,-2
CC(C)CNC(=S)NC(=O)c1ccc(Cl)cc1Cl,-6,117,6,-0.3,101,1.7,0.8,-19,6,-6
CN(C1CCS(=O)(=O)C1)S(=O)(=O)c1cccc2nsnc12 (stereo not drawn),4,103,-8,-0.3,97,1.2,1.7,-1,-6,8
CCOC(=O)C1CCCN(C(=S)Nc2ccc(C)cc2C)C1 (stereo not drawn),-23,98,1,0.0,120,0.94,0.1,2,-8,-1
O=C(c1ccc([N+](=O)[O-])cc1)N1CCC(Cc2ccccc2)CC1,4,100,1,0.0,104,1.3,0.1,0,-4,-1
COc1ccc(-c2cc3ccccc3n2CC(O)CN2CCC(C)CC2)cc1 (stereo not drawn),-3,101,2,-0.1,105,0.79,1.5,-2,-5,-2
COc1ccc(NC(=O)c2sc(=S)[nH]c2N)cc1,-3,104,-5,-0.3,112,1.2,1.7,-7,21,5
CN(C)C(=O)c1ccc(-c2nnc(NCc3ccccc3)c3ccccc23)cc1,6,99,15,-0.3,98,0.73,2.8,1,-6,-15
Cc1cc(C)nc(SCC(=O)NNC(=O)c2cccs2)n1,5,95,-4,-0.1,102,1.1,0.4,4,-6,4
Cc1ccc(NC(=O)c2ccc(S(=O)(=O)N3CCOCC3)cc2)nc1,-6,97,-8,-0.3,105,1.1,1.5,-1,1,8
O=C(NCCCO)c1ccc(CSc2nc3ccccc3[nH]2)cc1,15,90,2,0.0,92,1.4,4.7,9,10,-2
Nc1c(C(=O)Nc2ccc(F)cc2)sc2nc(-c3ccco3)ccc12,4,111,28,-0.2,99,0.71,3.2,-12,-2,-28
CC(C)(C)OC(=O)N1CCOCCOCCNCCOCCOCC1,0,99,-5,0.0,102,1.1,-0.6,0,-2,5
Cc1ccc(C2C(C(N)=S)=C(N)OC3=C2C(=O)CC(C)(C)C3)cc1 (stereo not drawn),8,99,-8,-0.2,95,1.1,-1.4,1,-4,8
COc1ccc(C(=O)Nc2nc3ccccc3[nH]2)cc1OC,20,129*,92,0.4,85,2.4,2.5,-31,29,-92
COC(=O)C1=C(C)NC(=O)/C1=C/c1ccc(CNS(=O)(=O)c2ccc(C)cc2)o1,4,105,7,0.1,101,0.83,2.5,-8,-4,-7
CC1(C)CC(=O)C=C(NC2=CC3OC(c4ccccc4)OCC3OC2=O)C1 (stereo not drawn),45*,86,-19,0.2,63,1,4.2,15,-5,19
C=CCn1c(CNc2ccccc2)nnc1SCC(=O)N/N=C/c1ccc(O)cc1O,13,97,0,-0.2,93,0.85,0.4,3,-2,0
Cc1ccc(NC(=O)C(=O)NCCOc2ccc(Cl)cc2)c(C)c1,-1,104,1,-0.1,104,1.2,7.7,-5,-2,-1
C/C(CCc1ccc2c(c1)OCO2)=N\NC(=O)c1ccccc1,-7,118,32,-0.3,107,1.2,1.9,-19,-3,-32
O=C(O)CCc1nn2c3ccccc3n(CC(=O)c3ccccc3)c2nc1=O,-17,105,9,-0.3,115,1.1,6.8,-6,-4,-9
COc1ccc(CN2CCN(CCCCOc3ccc(Cl)cc3)CC2)c(OC)c1OC,14,86,8,0.1,97,0.91,2.4,14,-4,-8
CN(C)S(=O)(=O)Oc1ccccc1C(=O)Nc1cccc(C(F)(F)F)c1,12,95,-5,0.0,99,0.79,0.1,6,-9,5
Nc1cccc(-c2nc3cc(S(=O)(=O)c4ccc5oc(-c6cccc(N)c6)nc5c4)ccc3o2)c1,10,106,-17,-0.1,93,1,4.8,-6,-3,17
Cc1cccc(C(=O)N2CCCN(C(=O)c3cccc(C)c3)CC2)c1,3,103,2,0.3,102,1.1,0.8,-3,-3,-2
CCOc1ccc(NC(=O)Nc2ccc3nccnc3c2)cc1,15,118,17,0.1,88,0.53,3.9,-19,-1,-17
Cc1nn(-c2ccccc2)c(C)c1S(=O)(=O)O,6,95,-6,0.5,99,1.2,0.2,3,0,6
C=CCOc1cccc(/C=C2\C(=O)N(Cc3ccc(C)cc3)C(C)=C2C(=O)OC)c1,-3,107,/,-0.2,103,1.1,18*,-8,-8,/
COc1ccc(CN(Cc2cccnc2)S(=O)(=O)c2ccc(-n3cnnn3)c(C)c2)cc1OC,0,90,-2,0.1,102,0.77,0.1,11,-3,2
COc1ccc(CC(=O)OCc2cc(=O)n3cc(Br)ccc3n2)cc1OC,29,103,17,-0.2,81,0.92,0.5,-4,-1,-17
COc1ccc(C(=O)N(Cc2nc(-c3ccc(C)cc3)no2)C(C)C)cc1OC,8,104,11,-0.2,101,0.95,-0.9,-5,-6,-11
Cc1ccc(N2CCCCn3c2nc2c3c(=O)[nH]c(=O)n2C)cc1,2,104,5,-0.3,102,1.2,0.5,-5,-2,-5
CC(=O)C12C3C4C(C5C1C3C5(Br)C41OCCO1)C21OCCO1 (stereo not drawn),7,94,-4,-0.6,93,1.1,3.6,7,-1,4
Cc1ccsc1/C=C/C1=Cc2c(sc(NC(=O)CSc3n[nH]c(N)n3)c2C#N)C(C)(C)C1,6,104,1,0.4,98,0.81,2.9,-4,-4,-1
COc1cccc(C2SCC(=O)N2c2ccc(C)cc2)c1OC (stereo not drawn),-2,102,0,-0.2,100,1.4,1.3,0,-4,0
Cc1cccc(N=Nc2c(C)[nH]n(C(N)=S)c2=O)c1C,-3,131*,47,0.0,108,2,5.0,-33,6,-47
NS(=O)(=O)c1ccc(CCNC(=O)c2cc(-c3ccccc3)nc3ccccc23)cc1,-10,101,5,-0.4,104,0.39,2.1,-1,-5,-5
O=C(Nc1nc2c(s1)CN(Cc1ccccc1)CC2)C1CCCC1,-8,116,23,-0.1,108,1.6,0.7,-18,-3,-23
CN(C)c1ccc(C2SCCN2C(=O)c2ccc([N+](=O)[O-])cc2)cc1 (stereo not drawn),20,89,3,-0.3,87,1.1,0.2,12,-4,-3
C#CCN(N(C)c1ncc(C(F)(F)F)cc1Cl)S(=O)(=O)c1ccc2ccccc2c1,2,103,-2,-0.1,98,0.83,5.9,-3,-4,2
O=C(COC(=O)C(Cc1ccccc1)NC(=O)c1ccc(Cl)cc1)c1ccc(Cl)cc1 (stereo not drawn),6,109,/,-0.4,96,0.9,9.1*,-10,-2,/
CCSc1nnc(Cn2c(=O)sc3ccccc32)n1-c1ccccc1C,-6,92,0,-0.1,105,1.1,0.6,9,-4,0
Cc1cccnc1Nc1nc(-c2ccc(O)cc2)cs1,10,151*,84,0.2,96,7.4*,1.3,-55,17,-84
CC(=O)Nc1ccc(S(=O)(=O)NC2(C(F)(F)F)C(=O)NC(C)=C2C#N)cc1 (stereo not drawn),-4,101,11,0.0,106,1.4,-0.1,-4,-6,-11
CCCCS(=O)(=O)Nc1ccc(C(=O)NCC2CCCO2)cc1 (stereo not drawn),5,98,-3,0.1,100,0.89,1.8,2,-7,3
CCOc1ccc(N2Nc3n[nH]c(N)c3N2)cc1,28,115,6,-0.1,79,1.2,-0.6,-16,11,-6
CCCN1CCN(CCCNC(=O)Cn2nc(-c3ccc(C)cc3)ccc2=O)CC1,1,98,3,-0.1,102,2,0.5,3,-2,-3
COC(=O)CNC(=O)CNC(=O)c1nn(-c2ccc(OC)c(Cl)c2)c(=O)c2ccccc12,6,98,3,-0.3,99,1.1,0.4,2,-3,-3
Cc1nn(-c2ccccc2)c(-n2cccc2)c1C(=O)O,21,103,4,-0.1,88,1.1,3.9,-3,-5,-4
Cn1c(SCC(=O)N(C2CCCCC2)C2CCCCC2)nnc1-c1cccs1,-17,93,22,0.0,119,0.9,1.1,8,-4,-22
CCO[C@@H]1OC(C(N)=O)=C[C@H](c2ccc(Br)cc2)[C@H]1CCCO,/,91,-15,-0.1,/,1.3,-0.9,11,4,15
Cc1cc(NC(=O)c2ccco2)ccc1NC(=O)Cc1cccs1,10,94,27,0.0,95,1.4,3.0,-1,10,-27
S=c1[nH]nc(-c2cccc(Cl)c2)n1Cc1ccccc1,6,100,8,-0.2,95,1,2.6,-1,3,-8
CCOc1ccc(NC(=O)CCN2C(=S)NC(C)(C)CC2C)cc1 (stereo not drawn),-1,102,30,-0.4,104,1.3,0.9,-4,-2,-30
Cc1nc(SCC(=O)NC(C)(C)C)c2c(-c3cccs3)csc2n1,4,97,-13,-0.1,95,1.5,2.6,4,-3,13
CC[n+]1c(C)n(C)c2cc(S(=O)(=O)N(C)C)ccc21,2,94,15,-0.3,101,1.1,1.0,5,-7,-15
COc1ccccc1NC(=O)c1ccc(NC(=O)CSc2nnnn2C)cc1,8,102,16,-0.2,97,1.2,2.6,-3,-1,-16

# (continued)
SMILES,STAT3 blocker,STAT1 act,APP 5'UTR act,Hsp70 act,STAT3 act,NF-kB expr up,RAM network inh,STAT1 blocker,FLuc inh counter,APP 5UTR inh
CCCC(O)(CCC)C(=O)NN(C(=O)CCl)c1ccccc1,-9,104,-1,0.3,106,7.2*,3.5,-5,-4,1
COc1ccc(NCc2nnc(SCC(=O)Nc3cc(C(F)(F)F)ccc3Cl)o2)cc1,-2,98,5,-0.3,105,1.3,0.7,3,8,-5
O=C(CSc1nnc(-c2ccc(Cl)cc2Cl)n1C1CCCCC1)N1CCCC1,7,97,8,-0.1,95,0.97,1.4,3,-6,-8
O=C(Nc1ccc(-c2nc3ccccc3[nH]2)cc1)c1ccc2c(c1)OCO2,-7,100,45,0.2,113,1.2,2.1,0,0,-45
CCOC(=O)c1c(NC(=O)CSc2nnnn2-c2ccc3c(c2)OCO3)sc(C)c1C,5,110,5,0.1,100,1.5,3.5,-11,-8,-5
C/C(=N/NC(=O)c1ccc(NC(=O)c2ccc(F)cc2)cc1)c1ccccc1,23,101,-3,-0.4,85,1.1,3.5,-2,-1,3
COCC(=O)OCC(=O)Nc1cc(C)c(C)cc1[N+](=O)[O-],-2,98,-6,0.1,99,1.2,-0.3,3,-2,6
Cc1ccsc1/C=N/Nc1nc(Cl)c(Cl)cc1Cl,-18,126,28,0.0,117,1.1,0.3,-30,-4,-28
Cc1cc(C)nc(N2CCC(C(=O)NCC3CCCCC3)CC2)n1,5,104,1,0.1,100,0.86,0.2,-4,-6,-1
